CCR6 antagonist: CCR6 (human) receptor antagonism; P51684; CHO-K1 CCR6 PathHunter beta-arrestin, luminescence, CCL20-stimulated; inhibition, % at 20 µM; hit rate 0.49% among 340,000; AID 493098;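 active = compounds whose inhibition of the agonist-driven luminescence signal at 20 µM reaches about 50%, limit read from the data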;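 also: cells stimulated with CCL20 at 14 nM final; plate controls were DMSO with CCL20 for no effect and DMSO without agonist for full effect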
UBC13 inh: human UBC13 polyubiquitination inhibition; UBC13 polyubiquitin chain formation, TR-FRET; inhibition, % at 20 µM; P61088; hit rate 0.47% among 330,000; AID 485273; in the data active = inhibition above about 45%, passing the limit was not always enough
Target sequence (P61088 whole entry, looked up): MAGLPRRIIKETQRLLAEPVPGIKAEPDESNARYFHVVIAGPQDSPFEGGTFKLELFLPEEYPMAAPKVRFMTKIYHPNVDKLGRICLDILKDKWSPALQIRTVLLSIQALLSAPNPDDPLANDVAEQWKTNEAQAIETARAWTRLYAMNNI
APJ antagonist: antagonists of human APJ apelin receptor | P35414 | CHO-K1 APJ beta-arrestin complementation, luminescence | inhibition, % at 20 µM | hit rate 0.32% among 330,000;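 active = inhibition above about 40% at 20 µM, limit read from the data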;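 also: cells challenged with 10 nM apelin-13 agonist together with compound; plate controls were apelin-13 plus DMSO wells for no effect and DMSO wells lacking apelin-13 for full effect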
Target sequence (P35414 whole entry, looked up): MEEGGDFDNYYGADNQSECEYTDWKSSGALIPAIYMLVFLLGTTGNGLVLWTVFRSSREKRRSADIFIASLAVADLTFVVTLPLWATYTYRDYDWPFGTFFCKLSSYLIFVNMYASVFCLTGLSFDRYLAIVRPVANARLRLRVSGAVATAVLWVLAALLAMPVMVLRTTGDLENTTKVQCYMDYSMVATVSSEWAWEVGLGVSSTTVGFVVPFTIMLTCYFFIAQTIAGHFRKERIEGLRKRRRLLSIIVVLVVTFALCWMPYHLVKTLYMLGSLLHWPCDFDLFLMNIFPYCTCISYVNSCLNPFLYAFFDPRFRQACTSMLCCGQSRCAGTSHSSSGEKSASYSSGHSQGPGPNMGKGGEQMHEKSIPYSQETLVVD
ATG4B inhibitor: ATG4B (human) cysteine protease inhibition; inhibition, % at 8.33 µM; hit rate 0.51% among 340,000; ATG4B cleavage of LC3-PLA2, NBD-HPC fluorescence, 1 h; AID 504462; Q9Y4P1; in the data active = inhibition above about 40%
CXCR6 block: inhibitors of human CXCR6 receptor; O00574; CHO-K1 PathHunter CXCR6 beta-arrestin, luminescence; inhibition, % at 20 µM; hit rate 0.36% among 360,000; AID 602244; in the data active = inhibition above about 34%, passing the limit was not always enough;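 also: antagonist mode with CXCL16 agonist at 10 nM final; 0% = 10 nM CXCL16 with DMSO and 100% = unstimulated wells without agonist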
Target sequence (O00574 whole entry, looked up): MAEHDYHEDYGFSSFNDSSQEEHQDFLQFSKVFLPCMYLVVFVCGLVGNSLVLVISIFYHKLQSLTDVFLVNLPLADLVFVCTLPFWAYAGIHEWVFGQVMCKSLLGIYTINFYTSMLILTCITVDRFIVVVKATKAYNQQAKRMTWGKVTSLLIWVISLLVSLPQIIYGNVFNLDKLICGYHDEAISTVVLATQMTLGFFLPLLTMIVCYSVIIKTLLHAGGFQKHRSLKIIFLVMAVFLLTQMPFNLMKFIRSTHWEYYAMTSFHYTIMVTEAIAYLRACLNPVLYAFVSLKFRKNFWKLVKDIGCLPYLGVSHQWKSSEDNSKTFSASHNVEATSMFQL
EBI2 antag: antagonists of human EBI2 receptor; P32249; EBI2 beta-arrestin recruitment, luminescence, 7a,25-OHC stimulated; inhibition, % at 5 µM; hit rate 0.81% among 360,000; AID 651636; in the data active = inhibition above about 38%;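 also: enzyme fragment complementation signal reports receptor beta-arrestin coupling in cells; 0% = agonist plus DMSO wells and 100% = wells without agonist; some results beyond the cut were filed as inactive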
Gli-Sufu antag: antagonists of Gli-Sufu signaling. hit rate 0.74% among 340,000. inhibition, % at 5 µM. Sufu-KO-LIGHT fibroblasts, Gli luciferase reporter luminescence. AID 588413;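 active = inhibition above about 55%, limit read from the data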;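 also: 0% = DMSO-treated cells and 100% = wells with medium but no cells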
APJ ag: agonists of human APJ apelin receptor. P35414. CHO-K1 APJ PathHunter beta-arrestin, luminescence; 0% DMSO wells, 100% apelin. activation, % at 20 µM. hit rate 0.11% among 330,000. AID 2520;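 active = activation more than six SD over the plate average, tested at 20 µM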;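 also: 0% = DMSO alone and 100% = apelin-13 at 10 nM; some results filed as inactive read as strong as hits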
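Incubation: overnight seeding, 90 min compound at 25 °C, 1 h detection; test system: PathHunter CHO-K1 APJ (AGTRL-1) beta-arrestin reporter cells; amount: 1000 cells/well; doses: one dose, 20 µM compound, 1% DMSO; measured by: beta-gal luminescence; measure: agonist-driven arrestin binding to APJ; benchmarks: negative DMSO alone, positive Apelin-13 at 10 nM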
* marks the source's active call; other numbers are inactive results; . = no result given.

SMILES	CCR6 antagonist	UBC13 inh	APJ antagonist	ATG4B inhibitor	CXCR6 block	EBI2 antag	Gli-Sufu antag	APJ ag
COCC(=O)n1nc(-c2ccc(C)cc2)nc1NCc1ccc(F)cc1	9	.	.	-2	-2	-1	-23	.
Clc1ccccc1Cc1noc(CN2CCN(Cc3ccccn3)CC2)n1	-15	-2	17	9	-4	-3	3	-3
Cc1cccc(N2CCN(C(=O)CCC(=O)N3CC(C)Oc4ccccc43)CC2)c1C (stereo not drawn)	10	16	9	10	1	16	0	-4
CCN(CCO)Cc1csc2ccc(Cl)cc12	9	5	12	-2	-7	-6	3	-3
CC(=O)c1c(N2CCN(Cc3ccccc3)CC2)nc(=S)n(-c2ccccc2)c1C	0	7	-17	8	7	9	21	-3
COc1ccc2[nH]cc(CCNC(=O)C3CCCNC3=O)c2c1 (stereo not drawn)	-3	10	-49	-6	-3	4	-7	-3
Cc1ccc(Nc2nc(N)c(C#N)c(CC#N)c2C#N)cc1	5	-2	-4	-22	1	1	21	-1
CC(C)NC(=O)c1ccc(CS(=O)(=O)c2ccc(Br)cc2)o1	2	10	13	-10	8	-3	-1	0
O=C(O)[C@H](Cc1ccccc1)Nc1ccc([N+](=O)[O-])cn1	-10	-4	-18	5	5	1	6	-1
COc1cc2c(cc1OC)C(=O)Cc1ccc3c(c1CN(C)CC2)OCO3	-2	7	14	-8	2	-3	-7	-5
O=C(c1ccccc1)N1CCN(C2C3CC4CC(C3)CC2C4)CC1 (stereo not drawn)	3	-1	-13	-10	-2	-21	-1	3
COc1ccc(C(=O)CNc2ccc(C)cc2C)cc1	79*	0	24	3	43*	6	-5	-15
Cc1ccc(C)c(NC(=O)CN(C)C(=O)C2CCN(C(=O)Nc3ccccc3)CC2)c1	7	-2	8	-1	2	7	-12	-5
Cc1ccc(CNC(=O)C23CN(Cc4ccccc4)CC2C(c2cccc([N+](=O)[O-])c2)=NO3)cc1 (stereo not drawn)	25	-9	-1	-4	9	4	-3	2
Clc1ccc(-c2ncc3ccccn23)cc1	11	-5	4	0	-3	-20	12	-3
C=CCn1c(-c2ccc(F)cc2)n[nH]c1=S	-10	4	-6	8	-9	-11	1	0
Cc1ccc2nc(SCC(=O)NC3CCS(=O)(=O)C3)[nH]c2c1 (stereo not drawn)	5	-2	5	-4	-9	0	-3	0
CCCn1c(N)c(NCCN2CCOCC2)c(=O)[nH]c1=O	10	-10	3	6	-4	-7	-4	-1
O=C(c1cc(COc2ccc(F)cc2Cl)on1)N1CCN(c2cnccn2)CC1	6	3	6	1	0	-2	-1	9
Cc1ccc(NC(=O)c2ccc(NS(=O)(=O)c3c(C)noc3C)cc2)cc1C	13	8	8	-2	-3	48*	-2	2

Four entries from above, arranged by formula weight, largest number first:
SMILES	CCR6 antagonist	UBC13 inh	APJ antagonist	ATG4B inhibitor	CXCR6 block	EBI2 antag	Gli-Sufu antag	APJ ag
O=C(c1cc(COc2ccc(F)cc2Cl)on1)N1CCN(c2cnccn2)CC1	6	3	6	1	0	-2	-1	9
Cc1ccc(NC(=O)c2ccc(NS(=O)(=O)c3c(C)noc3C)cc2)cc1C	13	8	8	-2	-3	48*	-2	2
Cc1ccc2nc(SCC(=O)NC3CCS(=O)(=O)C3)[nH]c2c1 (stereo not drawn)	5	-2	5	-4	-9	0	-3	0
CCCn1c(N)c(NCCN2CCOCC2)c(=O)[nH]c1=O	10	-10	3	6	-4	-7	-4	-1

(further entries)
SMILES	CCR6 antagonist	UBC13 inh	APJ antagonist	ATG4B inhibitor	CXCR6 block	EBI2 antag	Gli-Sufu antag	APJ ag
CC(C)(C)NC(=O)Nc1ccc(F)c(Cl)c1	-4	3	7	5	9	-3	1	-3
O=C(Cc1cccc2ccccc12)N/N=C/c1ccc(F)cc1	-1	-5	-8	-9	-9	23	4	-1
CCS(=O)(=O)NCCc1csc(C)n1	-17	6	9	-7	-3	-6	-4	-4
CCC(=O)N1c2ccccc2NC2=C(C(=O)CCC2)C1c1ccco1 (stereo not drawn)	5	-2	-28	7	-6	4	26	-4
c1ccc2c(c1)CCCn1nnnc1-2	-13	0	1	-6	-8	-5	7	-4
O=C(CNC(=O)c1ccco1)Nc1ccc(F)c(Cl)c1	-12	16	9	-3	-5	-7	-9	-2
COc1cc(OC)c(C(=O)NCc2ccco2)cc1OC	1	-2	4	-1	6	-4	2	-1
CCNC(=S)Nc1nc2c(cc1C(=O)OCC)CCCC2	15	28	7	5	-5	-17	-5	-4
O=C(Nc1ccccc1)C1Cc2ccccc2CN1C(=O)c1ccco1 (stereo not drawn)	4	-3	10	-7	5	3	-20	-6
Cc1ccccc1C(=O)NC1CC2CCC(C1)N2Cc1ccccc1 (stereo not drawn)	10	-1	-31	0	-1	-5	16	-3

One compound at a time (already shown). Order of values: CCR6 antagonist, UBC13 inh, APJ antagonist, ATG4B inhibitor, CXCR6 block, EBI2 antag, Gli-Sufu antag, APJ ag
`CC(C)(C)NC(=O)Nc1ccc(F)c(Cl)c1` is entered as -4, 3, 7, 5, 9, -3, 1, -3
`COc1cc(OC)c(C(=O)NCc2ccco2)cc1OC` is entered as 1, -2, 4, -1, 6, -4, 2, -1

(more compounds)
SMILES	CCR6 antagonist	UBC13 inh	APJ antagonist	ATG4B inhibitor	CXCR6 block	EBI2 antag	Gli-Sufu antag	APJ ag
COc1cccc(-c2nn(-c3ccccc3)cc2C(=O)O)c1	-6	3	-8	-9	-10	-6	-16	-4
COc1cc(OC)c(C2C(C(=O)Nc3ccc(C)cc3C)=C(C)Nc3ncnn32)cc1OC (stereo not drawn)	4	-5	-3	-7	2	-7	1	3
CSCCC(Nc1nc2ccccc2s1)C(=O)O (stereo not drawn)	4	-6	-8	-5	13	-8	2	-2
Cc1ccc(S(=O)(=O)NC(=O)c2ccc(Br)o2)c(C)c1	-6	-13	-1	1	-5	-10	1	1
COc1ccc(C2=NN(CCC(=O)NCC3CCCO3)C(=O)CC2)cc1 (stereo not drawn)	15	1	11	1	-2	0	-5	2
O=C1CCCCCN1Sc1ccccc1	3	4	0	-6	-1	11	-7	-1
O=C1CS/C(=N\N=C\c2ccccc2Cl)N1CC1CC1	12	-9	-7	2	0	13	6	2
Cc1ccccc1-n1c(C)cc(/C=N/Nc2ccc([N+](=O)[O-])cn2)c1C	11	-52	25	1	6	27	12	-2
CC(=O)Cn1nnc(-c2ccc(C(F)(F)F)cc2)n1	1	-5	7	6	-9	14	36	-2
CCOC(=O)c1c(C)[nH]c(C)c1C(=O)COC(=O)CNC(=O)C1CCCCC1	13	16	4	4	-5	13	4	-3
CC(C)C[C@@]12C(=O)N(c3cccc(F)c3)C(=O)N1[C@H](c1ccc(Cl)cc1)[C@@H]1C(=O)N(C3CCCCC3)C(=O)[C@@H]12	-14	2	14	-6	-21	-10	-19	-4
CC(C)NC(=O)c1ccccc1NC(=O)CCS(=O)(=O)Cc1ccccc1	-3	2	-9	-12	3	-5	-1	3
COc1cccc(C(C(=O)NC2CCCCC2)N(Cc2ccco2)C(=O)c2ccccn2)c1 (stereo not drawn)	17	-2	18	0	-8	11	.	-4
CN(CC1CCCO1)S(=O)(=O)c1ccc(C(=O)Nc2nc3cc4c(cc3s2)OCO4)cc1 (stereo not drawn)	38	-7	17	10	4	23	0	-2
Cc1cccc(-c2nnc(-c3cccc(NC(=O)Cc4cccs4)c3)o2)c1	21	-9	-26	-14	-3	6	-55	0
O=[N+]([O-])c1cccc(S(=O)(=O)c2ccc(NCCO)c([N+](=O)[O-])c2)c1	7	4	-16	3	-16	7	3	3
O=C(CN1CCCCC1)Nc1ccc(S(=O)(=O)N2CCOCC2)cc1	-5	7	8	-1	-1	3	-2	-3
COc1ccc(-n2c(SCC(=O)Nc3ccc(C(N)=O)cc3)nc3ccccc3c2=O)cc1OC	15	1	24	-10	3	-1	3	-4
Cc1c(N=Cc2ccc(Br)s2)cccc1[N+](=O)[O-]	5	-8	3	-3	6	-5	-4	-2
O=C(COC(=O)c1cc2ccccc2cc1O)Nc1cccnc1Cl	-3	7	-6	-5	2	-13	-13	5
COc1cccc(NC(=O)C2CCCN(S(=O)(=O)c3cccc4nonc34)C2)c1 (stereo not drawn)	9	14	2	-3	-3	2	6	-3
COc1ccccc1N1CCN(CC(=O)N(CC(C)C)c2c(N)n(CC(C)C)c(=O)[nH]c2=O)CC1	-6	-1	-2	-7	-3	-10	-5	-1
O=S(=O)(c1ccc2nc(N3CCN(c4ccccc4)CC3)ccc2c1)N1CCCCC1	-7	20	32	9	-3	10	1	7
C=CCn1c(SCC(=O)Nc2ccccc2C)nc2sc(C)c(C)c2c1=O	-2	-2	12	-6	3	12	6	-3
NC(=O)CSc1nnc(Cn2c(=O)sc3ccccc32)n1-c1ccccc1	14	7	13	-1	-1	-7	-2	-1
Cc1cc(S(=O)(=O)N2CCCOC2CNC(=O)C(=O)NCCCN2CCOCC2)ccc1F (stereo not drawn)	8	0	2	-4	4	-7	0	-1
Cc1cc(C)n(C(=O)CCCC(=O)n2nc(C)cc2C)n1	-2	5	-5	8	-8	-2	2	-3
COc1ccc(CN(C(=O)c2oc3cc(C)c(C)cc3c2C)C2CCS(=O)(=O)C2)cc1OC (stereo not drawn)	5	0	15	-13	11	0	6	-2
CC(NC(=O)c1cccs1)C(=O)NC1=NCCS1 (stereo not drawn)	3	-4	9	3	3	2	1	2
COc1ccc2c(CCNC(=O)c3ccco3)c[nH]c2c1	-4	-1	-5	6	-6	-17	-74	0
Cc1ccc(N(C(=O)c2sc(C)nc2C)C(C(=O)NCc2ccco2)c2ccccc2)cc1 (stereo not drawn)	8	2	-2	2	-7	7	5	2
C[C@H](NC(=O)c1nc[nH]c1C(=O)N1CCN(c2ccccc2)CC1)C(=O)OCc1ccccc1	-9	4	10	-7	-2	0	-8	2
N=C1C(c2ccccc2)=C(O)CN1NC(=O)c1ccccc1	13	7	23	-3	-3	-10	-2	-1
Cc1ccc(CNC(=O)c2cn(C)c(=O)c3c2c2ccccc2n3C)o1	-2	6	11	-11	-15	11	11	-4
COc1ccc2[nH]c3c(c2c1)CCN1C(=O)C(CC(=O)NCc2ccc(OC)c(OC)c2)C[C@H](C(=O)N(C(C)C)C(C)C)[C@@]31C (stereo partly drawn)	14	.	.	.	1	-1	2	.
CC(C)CN(C(=O)CCC(=O)OCc1ccc(Cl)cc1Cl)c1c(N)n(CC(C)C)c(=O)[nH]c1=O	13	5	21	-1	6	-13	14	-6
c1ccc(-c2csc3nnc(SCc4ccc5c(c4)OCO5)n23)cc1	22	6	11	-1	7	3	52	-2
Cc1ccc(S(=O)(=O)N2CCCC(N3CCOCC3)C2)cc1Cl (stereo not drawn)	11	-2	-13	0	0	-3	33	1
COc1cccc(C(=O)Nc2ccc(NC(=O)c3cc4ccccc4o3)c(OC)c2)c1	-5	7	3	9	1	13	-12	3
Cc1ccc(OCCCCN2CCC(C)CC2)cc1	7	5	-16	-3	12	0	5	0
COc1cccc(/C=N/NC(=O)c2c(C)nc3ccc(Br)cn23)c1	7	-18	26	2	-12	3	4	-4
CN1CCC(N2CCCC(C(=O)O)C2)CC1 (stereo not drawn)	5	0	11	-3	-6	-2	6	-1
O=C(NCC1CCCO1)c1cccc(NC(=O)c2ccccc2)c1 (stereo not drawn)	6	-8	0	5	7	5	-14	-2
CC1(C)S[C@@H]2[C@H](NC(=O)[C@H](N)c3ccc(O)cc3)C(=O)N2[C@H]1C(=O)O	0	-10	8	-2	-7	-1	4	-1
Cc1ccc(S(=O)(=O)N/N=C/c2cc(Br)ccc2O)cc1	10	10	0	-4	-1	-5	-16	-1
COc1ccc(C(=O)N/C(=C\c2cn(C)c3ccccc23)C(=O)OCC(C)C)cc1	19	2	7	-9	11	2	-3	-3
COc1cccc(NC(=O)CN2CCN(CC(=O)Nc3ccc(F)cc3)CC2)c1	-1	0	-6	-6	-2	-1	26	-1
Cc1ccc(NC(=O)c2cccc(S(=O)(=O)N3CCCCC3)c2)cc1	19	12	0	-6	1	5	2	-1
COC(=O)c1[nH]c2cc(OC)ccc2c1NC(=O)c1ccc2c(c1)OCO2	-6	-7	18	-5	3	-2	17	-2

Source: PubChem
